Eya2 phos inh: Eya2 (human) phosphatase inhibition. AID 488837. hit rate 0.006% among 330,000. recombinant Eya2, OMFP fluorescence dephosphorylation (OMFP is methylfluorescein phosphate). Potency, µM (titrated, usually from 76.9 µM), for the others: top-dose activity, negative = inhibition, actives largely listed as inhibitors; also: potency is read from the fitted curve at half-maximal effect; % is scaled to controls: 0 for no effect and ±100 for the full control effect
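Eya2 protein (added as 0.2 uM solution) was preincubated with compound for 10 min at ambient temperature in 50 mM HEPES pH 7.5, 50 mM NaCl, 5 uM MgCl2, 0.05% BSA, 1 mM DTT. OMFP (added at 50 uM) then reacted 10 min; fluorescence read at 485/525 nm.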
AT treatment: candidate therapy for ataxia-telangiectasia | […] A-T fibroblasts, KAP-1 phosphorylation AlphaLISA; neocarzinostatin DNA damage 30 min before lysis | Potency, µM (doses to about 57.5 µM), without a hit: top-dose activation, hits mostly activators | hit rate 0.19% among 320,000; also: potency is read from the fitted curve at half-maximal effect; % of control where 0% means no effect; nearly all actives have a fitted effect of over 45% in size
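hTERT-immortalized A-T patient fibroblasts ([…]), 500 cells/well in OPTI-MEM, 1% FBS, got compounds for 60 min, then NCS for 30 min at 37C. Lysates were then assayed for phospho-KAP-1 by AlphaLISA (anti-pKAP1 donor, anti-KAP1 acceptor beads), 6 hr at 25C.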
TSG101-PTAP inh: blocks PTAP/TSG101 interaction to inhibit HIV-1 budding | Q99816 | Fluorescence polarization, FITC-PTAP peptide / Tsg101 binding | Potency, µM (top dose mostly 115 µM), without a hit: at the top dose activity change, negative = inhibition, hits mostly inhibitors | 340,000 tested, under 10 active; active = well fitted inhibition curve with a large enough effect in the main read-out, with a control signal flat, not every such curve was filed as active; inconclusive = small, poorly fitted or top-dose-only effect, or effect the other way, or a change in a side signal; inactive = no such curve, though single readings can be large or run the other way; also: potency is read from the fitted curve at half-maximal effect; % of control where 0% means no effect
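Tsg101 binding domain (10 uM final) was mixed with compound and a FITC-labeled PTAP peptide (50 nM final) in HEPES pH 7.5 buffer with NaCl, Tween 20, EDTA and TCEP; fluorescence polarization was read after 20 min at r.t.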
a7 integrin act: activators of alpha7 integrin expression for muscular dystrophy | hit rate 0.064% among 350,000 | alpha7betagal myoblasts, beta-gal FDG fluorescence, 48 h | Potency, µM (top dose mostly 38.3 µM), inactives show at the top dose activation, usual class: activators | AID 624291;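 also: potency is read from the fitted curve at half-maximal effect; 100% = response of the positive control SU9516; nearly all actives have a fitted effect of over 60% in size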
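Alpha7betagal+/- myoblasts (passage 13) were plated 16-24 hr, then exposed to compounds (1:260 dilution of DMSO stock) for 48 hours at 37C. After MPER lysis, β-galactosidase reporter activity was read as FDG fluorescence (ex 480/em 540) after 30 minutes.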
TCR activator: T cell receptor activation; primary human leukocytes, anti-CD3, IL-2 HTRF, 48 h; Potency, µM (highest dose often 9.22 µM), for inactives: top-dose activation of IL-2 secretion, hits mostly activators; 330,000 tested, under 10 active; also: % of control where 0% means no effect
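IL-2 release read by HTRF sandwich (Eu cryptate donor, d2 acceptor, 665 nm emission) after 48 hr exposure of primary human leukocytes to compound together with anti-CD3 beads in the absence of co-stimulatory signals.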
BCR signal inh: inhibitors of chronic active B-cell receptor signaling. ABC-DLBCL IkBa-CBG/CBR reporter, luminescence ratio, 4 h. AID 493014. hit rate 0.05% among 340,000. Potency, µM (highest dose often 46.1 µM), without a hit: top-dose ratio change, negative = lower green/red ratio, actives largely listed as inhibitors; active = well fitted inhibition curve with a large enough effect in the signal ratio, with a control signal flat, not every such curve was filed as active; inconclusive = small, poorly fitted or top-dose-only effect, or effect the other way, or a change in a side signal; the % refers to the signal ratio;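 also: potency is read from the fitted curve at half-maximal effect; plate controls were basal doxycycline-induced cells for no effect and cells given 10 µM MG132 for full effect; MG132 reads +100%, hits lower the ratio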
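Doxycycline induced both beetle luciferases in TMD8 lymphoma cells; IKK-driven degradation limits the IkappaBalpha-fused green signal, while red luminescence normalises for cell number and nonspecific effects. Compounds tested up to 46 uM, 4 hrs.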
ASM inhibitor: blocks human secretory acid sphingomyelinase | placental ASM, HMU-PC fluorogenic substrate, 60 min | Potency, µM (doses to about 57.5 µM), without a hit: at the top dose activity change, negative = inhibition, most hits filed as inhibitors | hit rate 0.006% among 340,000; also: potency is read from the fitted curve at half-maximal effect
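Fluorogenic HMU-PC substrate (9 uM final) is turned over by placental ASM in 60 min at 37 C after a 10 min compound preincubation. Reaction ended by alkaline stop (pH 10), with fluorescence read at 386/447 nm.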
ELG1 repair inh: inhibitors of ELG1-dependent DNA repair in HEK293T cells. HEK293T ELG1-luciferase reporter, luminescence, 16 h; DNA damage induced by 5-fluorouridine. Potency, µM (top dose mostly 46.1 µM), for inactives: top-dose activity change, negative = inhibition, most hits filed as inhibitors. hit rate 2.3% among 330,000; also: potency is read from the fitted curve at half-maximal effect; % is scaled to controls: 0 for no effect and ±100 for the full control effect; nearly all actives have a fitted effect of over 55% in size
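HEK293T cells expressing luciferase-tagged ELG1 (2,000/well) received 5-Fluorouridine plus compound or DMSO for 16 hr at 37 °C. Luciferase was read by ONE-Glo luminescence after 30 min at room temperature.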
Tb PFK inh: T. brucei PFK enzyme inhibition. O15648. T. brucei PFK, ADP-Glo luminescence. Potency, µM (titrated, usually from 57.5 µM), for the others: at the highest dose activity, negative = inhibition, most hits filed as inhibitors. hit rate 0.17% among 330,000. AID 485367;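 also: potency is read from the fitted curve at half-maximal effect; 0% = uninhibited 1x PFK enzyme wells and -100% = no-enzyme wells; nearly all actives have a fitted effect of over 60% in size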
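In TEA buffer at pH 8.0 with 5 mM MgCl2, enzyme (1.25 nM) converted F6P (0.5 mM) and ATP (0.1 mM) for 45 min at room temperature. ADP product was read by luciferase luminescence.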
TSHR antag: human thyrotropin receptor antagonism. P16473. TSHR-expressing cells, TSH-stimulated cAMP HTRF, 2 h; stronger effect = lower value. AID 504810. activity change, negative = inhibition, % at 11.5 µM. hit rate 0.2% among 330,000;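 active = activity change below a set negative limit, meaning inhibition stronger than a set level, cut at about -70% in these data; inconclusive = activity change between two set negative limits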; also: % is scaled to controls: 0 for no effect and ±100 for the full control effect
Target sequence (P16473 whole entry, looked up): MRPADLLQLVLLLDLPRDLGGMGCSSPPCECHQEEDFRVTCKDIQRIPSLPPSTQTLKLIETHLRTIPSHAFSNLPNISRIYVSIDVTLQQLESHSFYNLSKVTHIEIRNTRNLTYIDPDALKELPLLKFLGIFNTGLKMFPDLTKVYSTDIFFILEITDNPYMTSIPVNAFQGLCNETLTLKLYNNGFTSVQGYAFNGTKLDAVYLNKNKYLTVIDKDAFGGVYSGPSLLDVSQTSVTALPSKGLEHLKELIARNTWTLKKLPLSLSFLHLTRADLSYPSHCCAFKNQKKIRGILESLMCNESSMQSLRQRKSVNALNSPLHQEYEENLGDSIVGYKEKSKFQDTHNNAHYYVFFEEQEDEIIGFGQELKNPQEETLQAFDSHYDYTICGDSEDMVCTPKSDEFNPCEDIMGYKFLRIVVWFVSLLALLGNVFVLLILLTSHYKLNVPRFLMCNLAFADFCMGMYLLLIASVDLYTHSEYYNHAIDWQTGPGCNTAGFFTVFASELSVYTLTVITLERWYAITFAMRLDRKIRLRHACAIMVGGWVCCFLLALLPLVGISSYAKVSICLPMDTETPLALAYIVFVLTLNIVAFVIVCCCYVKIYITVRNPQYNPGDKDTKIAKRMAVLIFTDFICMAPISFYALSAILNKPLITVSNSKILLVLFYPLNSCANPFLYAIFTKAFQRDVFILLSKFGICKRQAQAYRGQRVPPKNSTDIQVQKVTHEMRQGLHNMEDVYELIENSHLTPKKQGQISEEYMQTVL
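Competitive HTRF cAMP read-out (cryptate anti-cAMP antibody, cAMP-d2; 30 min, room temperature) in freshly harvested TSHR cells. Compounds added before TSH at EC80 (4nM final), followed by 2 hours' incubation at 37 deg C.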
Mito fusion yeast: blocks mitochondrial division or promotes mitochondrial fusion; Potency, µM (doses to about 46.1 µM), for the others: top-dose growth rescue (activation), actives largely listed as activators; S. cerevisiae fusion-defective mutant growth rescue, CellTiterGlo 48 h; hit rate 0.23% among 320,000;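 also: potency is read from the fitted curve at half-maximal effect; % of control where 0% means no effect; nearly all actives have a fitted effect of over 45% in size; temperature-sensitive fusion mutants such as fzo1-1 at 37 °C on non-fermentable ethanol glycerol medium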
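Compounds are tested for their ability to restore growth of mitochondrial fusion-defective yeast strains at non-permissive 37C in YPEG medium over 48 hours. Viability is quantified by luciferase luminescence.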
An asterisk follows results filed as active; ? = inconclusive; · = no result given; & = joins results of further samples; [ ] = remark or other dose. Unless noted, calls follow the shape of the dose curve; as a rule, active = well fitted curve in the direction sought with a large enough effect; inconclusive = small, poorly fitted or top-dose-only effect, or another doubt; inactive = no such curve, though single readings can be large; an effect the other way counts as inactive or inconclusive.

Compound	a7 integrin act	TSG101-PTAP inh	Mito fusion yeast	BCR signal inh	Eya2 phos inh	ASM inhibitor	ELG1 repair inh	TSHR antag	AT treatment	TCR activator	Tb PFK inh
CCOC(=O)c1cc(-c2ccc(C)o2)n[nH]1	4%	-5%	-1%	16%	14%	-2%	10%	2	-8%	6%	6%
CN[C@@H](C)C(=O)NC[C@H]1O[C@@H](n2cnc3c(N)ncnc32)[C@H](O)[C@@H]1O	-4%	-8%	·	7%	0%	0%	16%	8	-3%	-2%[46.1 µM]	0%
N#C/C(=N\Nc1ccc(S(=O)(=O)N2CCCCCC2)cc1)C(N)=S	-16%	-2%	16%	?	-7%	-5%	21µM*	-48	-4%	2%	1%
CC(=O)N1CCN(S(=O)(=O)c2cccc(C(=O)NC3CC3)c2)CC1	15%	-3%	3%	-8%	-28%	-1%	?	4	0%	·	-4%
CC(C)(C)S(=O)(=O)c1cnc(N2CCCC2)nc1N	-13%	-4%	4%	0%	17%	-1%	-3%	-15	3%	-1%	6%
Cc1cc(C)n(-c2nc3ccccc3nc2N2CCN(C(=O)c3ccc(F)cc3)CC2)n1	2%	-4%	6%	1%	0%	138%[activator]	2%	-1	-2%	-5%	6%
O=c1c2ccccc2c(C=NC2CCS(=O)(=O)C2)c(O)n1-c1ccccc1 (configuration not stated)	-20%	-2%	1%	2%	-13%	0%	-4%	-9	4%	1%	1%
Cc1ccc(S(=O)(=O)NCC(NCc2ccc(F)cc2)c2ccccc2)cc1 (configuration not stated)	19%	-1%	14%	10%	-33%	-2%	3%	5	5%	1%	14%
OCCCc1nc2ccccc2n1CCOc1ccccc1	-6%	-10%	3%	?	21%	2%	0%	-4	8%	-2%	-2%
Cc1cc2occ(CC(=O)N(C)CC(=O)Nc3ccccc3C(F)(F)F)c2cc1C	4%	-11%	3%	?	3%	-1%	-19%	9	5%	4%	-10%
O=C(CN1CCSCC1)N1CCc2[nH]c3ccc(Br)cc3c2C1	·	·	-3%	?	12%	·	-5%	-5	1%	·	-21%
O=C(/C=C/c1cccc(Br)c1)OCC(=O)N1CCN(c2ccccc2)CC1	-13%	-4%	11%	6%	5%	-1%	-5%	-6	-5%	6%	-2%
O=C(CC1C(=O)NCCN1Cc1ccc(F)cc1)NCCCn1cccn1 (configuration not stated)	5%	1%	-4%	3%	1%	8%	-1%	-13	-3%	5%	0%
CCc1cc2c(=O)c(-c3nc(C)cs3)c(CCCC(=O)O)oc2cc1O	-21%	0%	-16%[9.22 µM]	-7%	-5%	3%	-8%	-12	3%[11.5 µM]	1%	3%
CCCc1cc(SCC(=O)Nc2c(C)n(C)n(-c3ccccc3)c2=O)n2c(nc3ccccc32)c1C#N	-21%	0%	-3%	?	-31%	9%	4%	29	·	11%	?
CC(=O)C(Sc1ccc2nnc(-c3cccnc3)n2n1)C(C)=O	-3%	0%	6%	2%	-10%	7%	-7%	1	-1%	-9%	-4%
CCCCn1c(N)c(S(=O)(=O)c2ccc(C)cc2)c2nc3ccccc3nc21	-56%[inhibitor]	6%	-39%[inhibitor]	?	-3%	·	?	-1	5%	-4%[46.1 µM]	1%
O=[N+]([O-])/C=C/c1cn(Cc2ccc(Cl)cc2)c2ccccc12	-13%	-9%	16%	-5%	0%	·	-27%	2	17%	-5%	-5%
Cc1ccc2cc(CN(CC(C)C)S(=O)(=O)c3ccccc3)c(=O)[nH]c2c1	30%	-6%	-10%	?	-9%	-12%	?	5	5%	7%	1%
CC(Oc1cccc(Br)c1)C(=O)N1CCCN(C)CC1 (configuration not stated)	0%	0%	-4%	-7%	5%	1%	3%	-2	2%	-3%	7%
O=C(CSc1cnc2ccccc2n1)c1ccc(F)cc1	31%	-4%	17%	?	4%	-5%	?	10	6%	-10%[46.1 µM]	-6%
CCn1ncc(Cl)c1C(=O)NC(=S)Nc1c(C)cc(C)cc1[N+](=O)[O-]	-20%	-1%	5%	0%	11%	-5%	-5%	-6	12%	-7%[46.1 µM]	6%
CCc1n[nH]c(=S)n1/N=C/c1cc(Br)c(OC)cc1OC	0%	-3%	-4%	-11%	3%	2%	11%	-7	9%	4%[46.1 µM]	-10%
CCN(CC)c1ccc(/C=N/NC(=O)c2cnccn2)c(O)c1	7%	0%	-1%	?	0%	-7%	1.5µM*	-2	-20%	0%	-1%
Cc1ccc(C(=O)N2CCCCC2)cc1S(=O)(=O)N1CCCCCC1	24%	-1%	0%	-1%	5%	0%	3%	-8	6%	8%	0%
CC(OC(=O)Cc1cccc(C(F)(F)F)c1)C(=O)Nc1ccc(Cl)cn1 (configuration not stated)	19%	1%	-8%	-7%	-2%	-2%	13%	-12	7%	3%	-8%
Cc1c(C(=O)Nc2cccc(Cl)c2)cn2c(nc3ccccc32)c1C#N	13%	-3%	2%	1%	0%	205%[activator]	-16%	-6	-2%	-6%[46.1 µM]	1%
CCn1c(SCc2nc3ccccc3[nH]2)nnc1-c1ccccc1OC	-15%	-2%	1%	-2%	-16%	2%	?	15	·	-3%	-4%
Cc1cccc(NC(=O)COC(=O)CC2CCCC2)c1C	4%	1%	2%	4%	-22%	-2%	4%	-4	3%	-2%	0%
COc1ccc2c(c1)[nH]c1c(=O)n(CCC3=CCCCC3)cnc12	6%	-1%	0%	22%	-21%	-2%	5%	-3	4%	-3%	-2%

Next part.
Compound	a7 integrin act	TSG101-PTAP inh	Mito fusion yeast	BCR signal inh	Eya2 phos inh	ASM inhibitor	ELG1 repair inh	TSHR antag	AT treatment	TCR activator	Tb PFK inh
CCN(CC)CCOC(=O)C1(C2CCCCC2)CCCCC1	·	2%	-47%&-6%[inhibitor]	0%	-11%&-7%	-2%	-2%	-8&-6	9%	-10%	5%
COc1ccc(Cn2c(=O)cc(C)[nH]c2=S)cc1	-4%	-6%	-4%	11%	7%	3%	6%	3	0%	-2%	-3%
Cc1ccc([N+](=O)[O-])c(C(=O)N/N=C/c2cccs2)c1	6%	-4%	0%	-19%	3%	2%	-18%	4	5%	7%	6%
CC(C)CN(C(=O)c1ccc([N+](=O)[O-])s1)c1c(N)n(Cc2ccccc2)c(=O)[nH]c1=O	6%	0%	-3%	3%	2%	-1%	-14%	-2	5%	12%	2%
O=C(CNC(=O)c1ccc2c(=O)n3c(nc2c1)CCC3)Nc1ccc(F)c(F)c1	11%	1%	8%	9%	4%	-1%	-2%	14	5%	-4%	-6%
O=S1(=O)N=C(N2CCc3ccccc3C2)c2ccccc21	-10%	-6%	4%	1%	3%	-11%	-2%	12	-4%	3%	2%
Cc1occc1C(=O)N1CCN(c2ccccc2)CC1	9%	1%	11%	1%	-18%	8%	1%	16	6%	-1%[46.1 µM]	-2%
CN1CCN(S(=O)(=O)c2ccccc2)C(c2ccccc2)C1 (configuration not stated)	0%	-2%	·	0%	-15%	0%	6%	3	6%	-5%	0%
CCOc1ccc(S(=O)(=O)NCCC(=O)NC2=NCCS2)cc1	2%	-3%	-1%	1%	9%	-1%	-25%	-8	3%	0%	-4%
COC(=O)[C@H](Cc1ccccc1)NC(=O)NCCC1=CCCCC1	10%	-3%	-3%	0%	-29%	-1%	-1%	-5	·	0%	1%
CC1CCN(C2=NC(=O)/C(=C/c3ccc(O)cc3)S2)CC1	0%	-1%	4%	-13%	-6%	-7%	?	-18	3%	-13%	-1%
O=C(Nc1c(C(=O)N2CCCC2)cnn1-c1ccccc1)c1cccc(F)c1	24%[7.66 µM]	-4%	-5%	1%	1%	0%	-6%	-3	2%	2%[46.1 µM]	-3%
Cc1nc(-c2ccccn2)sc1C(=O)Nc1ccc(Cl)c(Cl)c1	-12%	-1%	0%	?	-10%	-22%	?	16	4%	-2%	-7%

Source: PubChem BioAssay (National Center for Advancing Translational Sciences (NCATS))
